# Screens: PubChem, The Scripps Research Institute Molecular Screening Center
# ADAM10 inh = human ADAM10 inhibitors, primary screen, biochemical, QFRET, HTS; recombinant ADAM10, EDANS/DABCYL FRET peptide cleavage, 3 h; inhibition, % at 7 µM; actives 0.62% (n = 370,000);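 active = inhibition above a per-campaign cutoff equal to the mean of compounds falling between control-based bounds plus 3 SD, cut at about 20% in these data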;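 also: 0% = DMSO wells while the 100% control is not disclosed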
# ARFGAP1 inh = inhibitors of rat ARFGAP1 GAP activity, primary screen, biochemical, fluorescence polarization, GDP tracer. ADP-ribosylation factor GTPase-activating protein 1 (Rattus norvegicus), Q62848. Arfgap1-stimulated ARF1 GTP hydrolysis, GDP FP detection. inhibition, % at 16.5 µM. actives 0.26% (n = 360,000). AID 651572, 2012;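 active = inhibition above a per-plate limit, mean inhibition of low control wells plus 3 SD, cut at about 25% in these data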;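 also: 0% = DMSO wells with enzyme and 100% = wells lacking Arfgap1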
#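 Assay system: purified rat His6-Arfgap1 residues 1-136 (GAP domain); Reagent: human Δ17 ARF1 bound to GTP; Dosing: 16.5 µM single point, 1.26% DMSO; Times: GTP hydrolysis reaction 2 h at 25 °C; Signal: FP, GDP Alexa 633 tracer displaced from anti-GDP antibody, 620/688 nm; Measure: % inhibition from polarization.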
# TDP2 inh = human TDP2 enzyme inhibitors, primary screen, biochemical, epi absorbance, recombinant enzyme | AID 720702, 2013 | inhibition, % at 12.8 µM | T5PNP hydrolysis, p-nitrophenol absorbance 415 nm | Tyrosyl-DNA phosphodiesterase 2 (Homo sapiens), O95551 | actives 0.34% (n = 370,000);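 active = inhibition above the mean of all tested compounds plus 3 SD, set per campaign, cut at about 25% in these data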;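 also: 0% = DMSO with enzyme and 100% = buffer with substrate but no TDP2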
#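 System: recombinant human TDP2 / Amount: 120 nM TDP2 per well / Also added: 5 mM T5PNP chromogenic substrate / Doses: 12.8 µM single point, 1% DMSO / Incubation: 2 h at 37 °C / Detection: p-Nitrophenol epi absorbance / Evaluation: % inhibition relative to enzyme-containing and enzyme-free wells / Repeats: singlicate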
# Tn6 DDE FP = inhibitors of Tn6 peptide binding to fibrin DD(E), primary screen, biochemical, fluorescence polarization, human fibrin, Tn6 probe; actives 0.21% (n = 370,000); Fibrinogen beta chain (Homo sapiens), P02675; inhibition, % at 8.3 µM; Fibrin DD(E) TRITC-Tn6 fluorescence polarization displacement;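 active = inhibition above a per-campaign cutoff: mean of compounds within control limits plus 3 SD, cut at about 15% in these data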;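 also: 0% = median of all compound wells on the plate and 100% = blocking peptide control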
# ASAP1 inh = inhibitors of human ASAP1 ArfGAP activity, primary screen, biochemical, fluorescence polarization. Arf-GAP with SH3 domain, ANK repeat and PH domain-containing protein 1 (Homo sapiens), …. ASAP1-stimulated ARF1 GTP hydrolysis, GDP FP detection. inhibition, % at 16.5 µM. actives 0.19% (n = 360,000). AID 624377, 2012; in the data active = inhibition above about 25%;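 also: 0% = vehicle with enzyme and substrate and 100% = no enzyme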
# Target sequence (Q9ULH1 325-724 limits assumed): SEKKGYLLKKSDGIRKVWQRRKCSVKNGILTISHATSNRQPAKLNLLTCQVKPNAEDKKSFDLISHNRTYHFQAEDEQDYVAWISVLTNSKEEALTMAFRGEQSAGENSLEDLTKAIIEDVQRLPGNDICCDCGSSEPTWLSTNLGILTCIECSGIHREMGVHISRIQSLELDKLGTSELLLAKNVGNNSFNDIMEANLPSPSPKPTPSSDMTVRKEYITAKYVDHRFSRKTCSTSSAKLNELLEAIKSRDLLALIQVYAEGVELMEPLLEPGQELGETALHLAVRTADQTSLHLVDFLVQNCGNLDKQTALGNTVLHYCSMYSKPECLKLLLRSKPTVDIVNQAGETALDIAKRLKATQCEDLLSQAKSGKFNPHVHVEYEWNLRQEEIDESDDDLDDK
# PLCg1 inh = PLC-gamma1 enzyme inhibitors, primary screen, biochemical, fluorescence, purified enzyme; fluorogenic substrate; 1-phosphatidylinositol 4,5-bisphosphate phosphodiesterase gamma-1 (Homo sapiens), P19174; inhibition, % at 12.2 µM; AID 720700, 2013; actives 0.84% (n = 370,000); in the data active = inhibition above about 9.5%
# ADAM17 inh = ADAM17 inhibitors, primary screen, biochemical, QFRET; Disintegrin and metalloproteinase domain-containing protein 17 (Homo sapiens), P78536; AID 720648, 2013; inhibition, % at 6.95 µM; actives 0.83% (n = 370,000); recombinant ADAM17, EDANS/DABCYL FRET peptide cleavage;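 active = inhibition above the mean of compounds lying between control limits plus 3 SD, set per campaign, cut at about 8.5% in these data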;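 also: 0% = DMSO-only wells as the low control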
# Target sequence (P78536 215-824 limits assumed): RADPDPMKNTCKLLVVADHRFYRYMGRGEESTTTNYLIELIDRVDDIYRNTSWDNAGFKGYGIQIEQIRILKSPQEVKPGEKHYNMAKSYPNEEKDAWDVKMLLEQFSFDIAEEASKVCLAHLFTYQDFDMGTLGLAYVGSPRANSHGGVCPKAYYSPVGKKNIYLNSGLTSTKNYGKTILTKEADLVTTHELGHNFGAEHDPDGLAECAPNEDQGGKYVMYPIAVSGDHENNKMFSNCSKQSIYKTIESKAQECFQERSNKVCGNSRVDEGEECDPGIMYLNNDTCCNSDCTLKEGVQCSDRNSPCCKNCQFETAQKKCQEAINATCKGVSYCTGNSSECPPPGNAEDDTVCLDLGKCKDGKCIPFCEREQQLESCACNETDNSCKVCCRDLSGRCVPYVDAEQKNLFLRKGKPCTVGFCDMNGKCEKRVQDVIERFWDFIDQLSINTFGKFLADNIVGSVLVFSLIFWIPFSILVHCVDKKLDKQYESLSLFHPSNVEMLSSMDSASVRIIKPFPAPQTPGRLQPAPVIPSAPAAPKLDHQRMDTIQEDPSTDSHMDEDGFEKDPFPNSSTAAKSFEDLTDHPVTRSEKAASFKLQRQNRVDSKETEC
# LEDGF integ inh = blockers of LEDGF/p75-dependent integrase strand transfer – biochemical, TR-FRET, high throughput, primary screen | HIV-1 integrase (with human LEDGF/p75) | TR-FRET IN-LEDGF/p75 DNA integration, Eu/Cy5 | inhibition, % at 3.7 µM | actives 0.64% (n = 370,000) | AID 743269, 2014;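 active = inhibition above the screen-wide mean plus 3 SD, cut at about 13% in these data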;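 also: signal is the Cy5 over europium emission ratio at 671 and 618 nm; 0% = plate median of compound wells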
# proKLK7 act = proKLK7 zymogen activators, primary screen, biochemical, fluorescence intensity; Kallikrein-7 (Homo sapiens), P49862; purified proKLK7, EDANS-DABCYL substrate fluorescence; 100% is mature enzyme control, 0% vehicle; activation, % at 7 µM; actives 0.9% (n = 370,000); AID 652039, 2013;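 active = activation above the mean of all tested compounds plus 3 SD, computed per campaign excluding outliers beyond control limits, cut at about 13% in these data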
# DDE Tn7 FP inh = inhibitors of Tn7 peptide binding to fibrin DD(E), primary screen, biochemical, fluorescence polarization, human fibrin, Tn7 probe. FP displacement of FITC-Tn7 peptide from fibrin DD(E); 0% = median of compound wells per plate. inhibition, % at 8.3 µM. actives 0.13% (n = 370,000);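 active = inhibition above the mean of compounds falling within the control limits plus 3 SD of them, cut at about 14% in these data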;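 also: 0% = plate median of compound wells and 100% = 10 µM Aha-Tn7 peptide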
#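 Also added: labelled Tn7 tracer, 0.1 µM; Assay system: human fibrin DD(E) protein; Amount: 2 µM fibrin DD(E); Schedule: 10 min compound pre-incubation, 3 h probe incubation at room temperature; Repeats: one replicate per compound; Read-out basis: percent inhibition; Measured by: fluorescence polarization of the labelled Tn7 tracer.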
# Active calls of the source: *.
SMILES,ADAM10 inh,ARFGAP1 inh,TDP2 inh,Tn6 DDE FP,ASAP1 inh,PLCg1 inh,ADAM17 inh,LEDGF integ inh,proKLK7 act,DDE Tn7 FP inh
CC(C(=O)NCc1ccccc1Cl)N1C(=O)c2ccccc2C1=O (stereo not drawn),-1,-2,12,-6,0,0,-2,-4,-0.1,2
Cc1ccc(NC(=O)COC(=O)c2cc(Cl)ccc2[N+](=O)[O-])c(C)c1,-15,16,-6,0,0,0,-4,-11,0.1,0
CCCN1C(=O)/C(=C/c2ccncc2)SC1=S,2,-6,6,3,-1,3,0,3,0.0,1
COCCCNC(=O)C1CC(=O)N(CCc2ccc(OC)c(OC)c2)C1 (stereo not drawn),5,-3,-17,-4,7,14*,6,0,0.1,0
[O-][n+]1c2ccccc2[n+]([O-])c2cc(O)ccc21,3,5,-5,16*,-2,-2,-3,3,0.8,-5
CCN(C(=O)COC(=O)c1ccc(OC)c(S(=O)(=O)N(C)Cc2ccccc2)c1)C1CCS(=O)(=O)C1 (stereo not drawn),-2,4,-8,3,10,1,-4,2,0.3,-10
COc1ccc(NC(=O)N(C)C[C@H]2Oc3cc(Br)ccc3S(=O)(=O)N([C@H](C)CO)C[C@@H]2C)cc1,-16,-6,-8,1,1,-2,-2,2,-0.2,-2
FC(F)(F)c1cccc(N2CCN(C(=S)NCC3CCCO3)CC2)c1 (stereo not drawn),-2,-2,10,2,-3,3,-2,-4,-0.5,-1
Fc1cccc(C2NN=C(c3ccccc3)S2)c1 (stereo not drawn),-6,-4,-9,12,-3,-3,-1,-2,0.2,5
CCOC(=O)C1C2C=CC3(CN(c4ccccc4CC)C(=O)C13)O2 (stereo not drawn),4,4,-8,2,3,2,4,-5,-0.2,-9
CC1Cc2ccccc2N1S(=O)(=O)c1cccc(C(=O)NCCCO)c1 (stereo not drawn),-4,10,-2,-2,0,-2,-1,0,-0.5,-3
CCOc1nc(NCCc2ccc(OC)c(OC)c2)nc(N2CCN(c3ccc(OC)cc3)CC2)n1,7,5,-10,-3,8,3,0,-2,-0.4,-7
Cc1ccc(SCc2[nH]nc3c2C2(C(=O)Nc4ccc(F)cc42)C(C#N)=C(N)O3)cc1 (stereo not drawn),-2,0,4,-6,9,0,0,-4,-0.1,4
O=C(CN1C(=O)S/C(=C\c2ccc(O)c([N+](=O)[O-])c2)C1=O)Nc1ccc(N2CCOCC2)cc1,-9,4,-2,6,0,3,2,2,0.1,0
CCC1CCCCN1CCNS(=O)(=O)c1ccc2c(c1)oc(=O)n2C (stereo not drawn),-10,-9,-6,9,-4,-1,0,2,-0.1,6
COc1cc(C(=O)N2CCCCC2c2cc(C(=O)Nc3ccccc3)no2)cc(OC)c1C (stereo not drawn),-1,3,-1,7,-17,-1,1,0,-0.5,1
CCOC(=O)c1oc2ccc(OC)cc2c1NC(=O)CN1CCN(C)CC1,-473,-10,9,-4,-3,-186,-120,3,16*,0
COc1cc(CN2CCCCCC2)cc(OC)c1O,5,-2,10,-4,-12,-1,0,1,-0.2,11
CC1=N/C(=C/c2cccnc2)C(=O)O1,-4,6,-9,2,10,0,-4,-4,-0.7,4
O=C1CCCCC1C1(O)C(=O)Nc2ccccc21 (stereo not drawn),-7,4,8,7,-10,-3,0,2,0.0,3
Nc1cc(S(=O)(=O)N2CCCCC2)ccc1N1CCOCC1,-5,4,-21,1,10,6,4,4,0.6,2
COc1cc(NS(=O)(=O)c2cn(C)cn2)cc(OC)c1,0,6,-6,3,-8,0,0,-4,-0.1,6
O=c1cc(CN2CCN(c3ccc(Cl)c(Cl)c3)CC2)c2ccccc2o1,-4,1,-5,-2,-9,0,1,3,0.7,0
O=C(NCCOc1ccc(Cl)cc1)C1CCCCC1,2,8,2,-6,3,-1,-1,0,-0.1,4
c1ccc(CSc2ncnc3c2sc2nc(N4CCOCC4)c4c(c23)CCCC4)cc1,4,-6,-16,-9,2,2,5,2,-0.4,-3
CCNc1c(NC(=O)COc2ccc(Cl)cc2)c(=O)oc2ccccc12,0,-2,1,3,6,0,-5,-1,-0.1,0
Cc1cc2c(SCC(=O)NC3CCCCC3)ncnc2s1,-1,-2,6,5,9,0,-2,-2,0.3,6
O=C(COC(=O)c1ccco1)NNC(=O)c1ccc(Cl)cc1,-7,-8,3,1,-16,2,-7,-1,-0.2,5
O=C(c1ccc(Br)cc1)N1CCN(Cc2ccccc2)CC1,0,-8,4,0,2,-5,-4,-1,0.3,1
CCOC(=O)Cc1c(C)[nH]n(-c2ccccc2)c1=O,2,-1,9,1,-2,2,1,3,-0.3,-2

# Complete entries, looked up by structure. Screens in order: ADAM10 inh	ARFGAP1 inh	TDP2 inh	Tn6 DDE FP	ASAP1 inh	PLCg1 inh	ADAM17 inh	LEDGF integ inh	proKLK7 act	DDE Tn7 FP inh
# O=C(NCCOc1ccc(Cl)cc1)C1CCCCC1 across the screens: 2	8	2	-6	3	-1	-1	0	-0.1	4
# CCOC(=O)Cc1c(C)[nH]n(-c2ccccc2)c1=O across the screens: 2	-1	9	1	-2	2	1	3	-0.3	-2
# O=c1cc(CN2CCN(c3ccc(Cl)c(Cl)c3)CC2)c2ccccc2o1 across the screens: -4	1	-5	-2	-9	0	1	3	0.7	0

# More entries:
SMILES,ADAM10 inh,ARFGAP1 inh,TDP2 inh,Tn6 DDE FP,ASAP1 inh,PLCg1 inh,ADAM17 inh,LEDGF integ inh,proKLK7 act,DDE Tn7 FP inh
CS(=O)(=O)N(Cc1ccco1)Cc1ccccc1Cl,5,6,-3,-4,2,1,2,-1,-0.8,-1
Cn1c(=O)n(C)c2cc(C(=O)Nc3ccc(Br)cc3)ccc21,0,-4,4,13,-6,0,1,-1,0.0,6
Cc1ccc(-n2c(C)cc(C(=O)CSc3nnc4ccccn34)c2C)cc1,-13,0,3,-2,0,-11,-2,3,1.1,-2
O=C(CSc1nnc(C2CC2)n1C1CC1)c1ccc(F)cc1,-14,5,2,8,9,2,0,1,0.8,2
O=C(NCCCCNC(=O)c1ccccn1)c1ccccn1,2,5,4,3,-11,4,0,2,0.0,3
CC(C)C[C@H]1CNC(=S)N1CC1CCCN1C[C@H](Cc1ccccc1)N1C[C@H](Cc2ccccc2)N(CC2CCCCC2)C1=S (stereo partly drawn),-19,10,-1,-4,-1,7,-4,-2,-0.1,-4
COCCN1Cc2cccc(C(=O)Nc3cccnc3)c2C1=O,-10,8,-7,-1,9,-1,1,-3,-0.8,-6
Cc1nn(C)c(Oc2ccccc2)c1[N+](=O)[O-],12,8,-3,-4,-8,5,2,1,0.4,-7
Nc1ccc(Cc2ccc(N)c(C(=O)O)c2)cc1C(=O)O,-9,-2,-5,8,2,-10,-4,-1,-0.4,4
COc1ccc([C@H]2C[C@H](n3cc(-c4ccc(F)cc4)nn3)[C@@H](O)CN2Cc2cccs2)cc1,-10,-8,-8,-4,14,4,3,2,0.5,-7
Cc1cc(N2CCCCC2)nc(NCc2ccccc2)n1,3,7,4,6,-1,0,-3,0,-0.2,-4
CCOC(=O)N1CCN(c2cc(=O)n(C)c(=O)n2C)CC1,-1,-4,4,2,12,1,-4,3,0.3,-1
O=C(c1cc(-c2ccc3c(c2)OCO3)on1)N1CCOCC1,-1,7,9,11,-5,0,-5,0,-0.3,2
Cc1c(NC(=O)c2cc(-c3ccc(Cl)s3)nc3ccccc23)c(=O)n(-c2ccccc2)n1C,-15,11,-11,-2,-10,-8,-12,-1,-0.2,4
CN1CCC(CNC(=O)Nc2csc3ccccc23)CC1,-9,-8,-7,-6,-12,-5,-3,3,0.3,5
CC1(C)NC(=O)N(CC(O)COc2ccccc2-c2ccccc2)C1=O (stereo not drawn),4,2,-2,2,-1,3,1,5,0.3,-17
COC(=O)NCCc1cc(OC)c(OC)cc1S(=O)(=O)N1CC(=O)Nc2ccccc21,-5,14,-13,7,-7,7,0,1,1.6,-2
O=Cc1cn(CCC(=O)O)nc1-c1cccc(Cl)c1,-9,0,10,4,-4,0,-3,1,0.2,4
CN1CCN(/N=C/c2ccc(-c3ccc([N+](=O)[O-])cc3)o2)CC1,-2,8,-11,4,9,-53,-1,2,0.3,5
O=C(Nc1ccsc1C(=O)O)c1cccc(Oc2ccccc2)c1,-5,1,1,-5,1,-3,-2,6,-0.5,1
COc1ccc(OC)c(S(=O)(=O)N2CCC(C(=O)N3CCCCCC3)CC2)c1,-10,11,7,-5,1,-1,-2,-3,0.5,2
Cc1ccc(NS(=O)(=O)c2ccc(NC(=O)CSc3ccc(Cl)cc3)cc2)c(C)c1,17,5,-8,-2,11,13*,9.0*,3,0.0,-2
CC(C)(C)c1ccc(S(=O)(=O)C(C)(C)C)cc1,8,9,-9,6,2,1,2,3,0.3,-8
CCn1c(-c2nn(C)c(C)c2Cl)n[nH]c1=S,-2,11,1,10,-9,-1,0,-3,-0.6,-7
O=S(=O)(c1ccccc1)n1ccc(-c2cnc(-c3ccccc3)s2)n1,-9,-5,2,3,8,-3,-6,-1,1.0,3
CC(CC1CC(C)(C)OC1=O)C(=O)Nc1ccc([N+](=O)[O-])cc1 (stereo not drawn),-1,-2,6,4,-17,4,-4,3,0.1,-4
CCCCOCCCNC(=O)C[C@H]1C[C@@]2(C(=O)OC)C(=C[C@H](C3CCCC3)O[C@@H]2C)N(Cc2ccccc2)C1=O,10,-5,2,1,-8,0,-1,0,-0.5,11
CCCn1nc(C(=O)NNC(=O)c2cc(S(=O)(=O)NC)ccc2Br)c2ccccc2c1=O,1,-10,1,0,-4,-2,-2,1,-0.2,4
CC(C)C1C(=O)N(Cc2cn(CCC3OCCCO3)nn2)CCS(=O)(=O)N1Cc1ccc(-c2ccc(Cl)nc2)cc1 (stereo not drawn),1,1,-6,-6,-2,0,2,-4,0.8,-2
